IL1B NFkB inh: blocks IL-1B driven NFkB nuclear translocation in HUVEC cells | HUVEC IL-1B NFkB p65 nuclear translocation imaging | inhibition, % at 2 µM | 94,000 compounds, 0.43% hits | AID 796;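 active = inhibition above about 30% together with a positive call from visual inspection of the well image, limit read from the data; inconclusive = inhibition above a set limit but visual check negative; inactive = inhibition not above a set limit, visual check negative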;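 also: nuclear over cytoplasmic p65 intensity ratio measured by imaging; 0% = IL-1B stimulated DMSO wells and 100% = unstimulated DMSO wells; values of inactives mirror those of a sister screen read the other way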
NFkB transloc pot: enhances IL-1B driven NFkB nuclear translocation; 94,000 compounds, 0.3% hits; HUVEC IL-1B NFkB p65 nuclear translocation imaging; AID 819; activation, % at 2 µM;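 active = activation above 40%, about the mean plus 3 SD, also judged a hit on visual image review; inconclusive = activation above 40% but not a hit on visual review; inactive = activation not above 40% and no visual hit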;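 also: percent activation is computed from the nuclear over cytoplasmic p65 intensity ratio; values of inactives mirror those of a sister screen read the other way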
MRP reversal: reverses drug resistance mediated by MRP. H69AR cells + 2 uM doxorubicin, CellTiter-Glo, 72 h. differential viability (reversal), % at 10 µM. 85,000 compounds, 0.04% hits. AID 602;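 active = viability drop by adding the cancer drug above about 55%, with treated viability meeting a 40% cutoff, limit read from the data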;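 also: viability without doxorubicin minus viability with 2 µM doxorubicin for each compound; larger differential means the compound sensitizes cells more to doxorubicin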
Bcl-B displacement: displacers of TR3 peptide from Bcl-B, primary screen, selectivity assay for Bfl-1 inhibitor project, biochemical, fluorescence polarization; displacement, % at 20 µM, or IC50 in µM where a hit was titrated; 96,000 compounds, 0.11% hits; FP displacement of FITC-TR3 peptide from Bcl-B; higher % means a stronger effect;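 active = displacement above 50% at 20 µM plus a fluorescence interference ratio under 1.5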;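 also: plate controls were wells without compound for no effect and wells lacking Bcl-B protein for full effect; a part of the inactive calls stands beside numbers as strong as those of hits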
PLAP inhibitors HTS: PLAP enzyme inhibitors, biochemical, luminescence, HTS (AID 690); inhibition, % at 20 µM, or IC50 in µM where a hit was titrated; purified PLAP, luminescent substrate; higher % means a stronger effect; 96,000 compounds, 0.08% hits; in the data active = a potency from the dose series; inactive = the rest, 99 in 100 with inhibition below about 30%; also: strong numbers were not always called active
MRP reversal cytotoxicity: further read-out of MRP reversal, marked with its call; viability, %; H69AR cells, CellTiter-Glo, 72 h; measured here: cytotoxicity without doxorubicin
MRP reversal with doxorubicin: recorded beside MRP reversal, whose call it bears; viability, %; measured here: viability with 2 uM doxorubicin; hits give low values
IL1B NFkB inh cell count 2 µM: second read-out of IL1B NFkB inh, no call of its own (marks repeat the call); cell count; measured here: cells passing quality filter;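 raw number of nuclei counted in each imaged well without normalization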
NFkB transloc pot cell count 2 µM: also measured in NFkB transloc pot; calls as there; cell count; measured here: cells passing quality filter
The depositor's hits bear a star; ? = inconclusive; · = no result given. An excerpt; the hit share may differ from the screen's.

SMILES	IL1B NFkB inh	IL1B NFkB inh cell count 2 µM	NFkB transloc pot	NFkB transloc pot cell count 2 µM	MRP reversal	MRP reversal cytotoxicity	MRP reversal with doxorubicin	Bcl-B displacement	PLAP inhibitors HTS
O=C(Nc1ccccc1)N(O)c1ccc(Cl)cc1	-18	130	18	130	5	93	88	-8%	-4%
CC(C)(C)C1=Nn2c(nnc2-c2n[nH]c3c2CCC3)SC1	5	182	-5	182	·	·	·	-3%	-17%
O=C1OCc2cc(NC(=O)C3CCCO3)ccc21 (configuration not stated)	3	98	-3	98	-12	108	120	-1%	10%
CCCC(NS(=O)(=O)c1ccc(C)cc1)C(=O)O (configuration not stated)	-6	104	6	104	0	94	95	6%	10%
COc1cc(C(=O)N2CCN(C(=O)COc3ccc4ccccc4c3)CC2)cc(OC)c1OC	5	172	-5	172	·	·	·	-5%	-60%
COC(=O)CN1C(=O)C(O)(CC(=O)c2ccc(Cl)cc2)c2ccccc21 (configuration not stated)	·	·	·	·	10	74	64	2%	-6%
O=C(c1cc(-c2ccc(Cl)cc2)n(-c2ccc(Cl)c(Cl)c2)n1)N1CCOCC1	1	189	-1	189	·	·	·	0%	-44%
COc1ccc(N2CCN(C(=O)COc3ccc(Cl)cc3Cl)CC2)cc1	-8	176	8	176	8	100	92	0%	4%
Cc1cccc(CCNS(=O)(=O)c2ccc3c(c2)n(C)c(=O)c(=O)n3C)c1	8	173	-8	173	1	80	79	7%	16%
COc1ccccc1N1CCN(Cc2cccc(OC)c2OC)CC1	·	·	·	·	-26	67	93	3%	0%
COc1ccc(-c2[nH]c(-c3ccc(C(=O)O)cc3)nc2-c2ccccc2)cc1	64*	127*	-64	127	·	·	·	8%	-53%
O=C(Nc1cccnc1)C1(c2ccccc2)CCCC1	2	100	-2	100	16	94	79	-10%	10%
C=CCN1CCN(C(c2ccccc2)c2nnnn2CCC(C)C)CC1 (configuration not stated)	-38	96	38	96	6	86	80	-2%	-56%
Cc1ccc(C)c(NC(=O)C2CC(Cl)=CCC2C(=O)O)c1 (configuration not stated)	8	66	-9	66	-7	83	90	0%	0%
O=C(CSc1nnc(CN2CCOCC2)n1-c1ccc(Cl)cc1)Nc1cc(Cl)ccc1O	-17	175	17	175	41	59	18	-10%	-39%
Cc1ccc2oc(C(=O)Nc3nnc(C)s3)c(C)c2c1	-8	70	8	70	-10	82	92	-8%	-3%
CCCCn1c(NCc2ccccn2)nc2ccccc21	-88	164	?	·	-1	45	46	0%	-6%
Cc1ccc(NC(=O)C2CC(=O)OC23CCOC(C)(C)C3)cc1 (configuration not stated)	7	56	-7	56	5	97	92	2%	19%
CC(=O)c1cnc2cc(-c3ccc(C)cc3)nn2c1C	-1	95	1	95	8	93	85	·	·
N#CC1=C2SCC(O)(c3ccccc3)N2C(=O)CC1c1cccs1 (configuration not stated)	12	130	-12	130	·	·	·	0%	7%
Cc1ccc(S(=O)(=O)N[C@@H](CC(C)C)C(=O)NCc2ccco2)cc1	8	94	-8	94	5	94	89	2%	18%
CSC(=NC1CCCCC1)NS(=O)(=O)c1ccccc1	·	·	·	·	3	104	101	-6%	-10%
CC(=O)/C=C(\C)NCCNc1c(F)c(F)c(CO)c(F)c1F	·	·	·	·	-5	102	107	-4%	-6%
CCCCN(CC)Cc1ccc(CNC(=O)Nc2ccc(OC)cc2OC)o1	6	145	-6	145	4	82	78	3%	-32%
CCCCCOC(=O)c1ccccc1C(=O)O	·	·	·	·	-1	93	94	1%	-13%
CCCN(CCO)Cc1ccc2ccccc2c1	-21	160	21	160	14	91	76	-13%	-30%
CCN(CC)S(=O)(=O)c1ccc(Cl)c(C(=O)NCC2CCCO2)c1 (configuration not stated)	-24	92	24	92	13	85	73	4%	5%
COc1ccc(N2CSC3=C(C#N)C(c4cccs4)CC(=O)N3C2)cc1 (configuration not stated)	9	111	-9	111	-37	65	102	20%	-47%
CCCCc1nnc(NC(=O)C(C)Sc2nc(N)cc(=O)[nH]2)s1 (configuration not stated)	1	163	-1	163	-3	85	88	-2%	-86%
CCn1c(=N)n(CC(=O)c2cccc(OC)c2)c2ccccc21	·	·	·	·	-24	45	69	-4%	28%
CCn1c(=O)cc(OCC(=O)N2CCN(c3cccc(C(F)(F)F)c3)CC2)c2ccccc21	8	154	-8	154	7	61	54	-12%	-9%
COc1ccc(C(=O)Nc2ncc3c(n2)CC(c2ccco2)CC3=O)cc1 (configuration not stated)	6	79	-6	79	11	94	83	8%	24%
COC(=O)c1ccc(CSc2nnc(Nc3ccccc3OC)s2)o1	-6	156	6	156	·	·	·	-6%	10%
COc1ccc(/C=N/n2cnc3c([nH]c4ccc(Br)cc43)c2=O)cc1CN1CCOCC1	2	180	-2	180	0	4	3	-7%	0%
COc1ccc(N2CCN(C(=O)CN(c3cccc(Br)c3)S(C)(=O)=O)CC2)cc1	-3	155	3	155	4	97	92	-10%	-70%
CCCc1ccc(S(=O)(=O)NCCc2ccncc2)cc1	5	119	-5	119	1	91	91	4%	13%
CCCc1cc(C(F)(F)F)c(C#N)c(=O)[nH]1	2	68	-2	68	14	95	81	3%	-10%
N#CCCN1CCn2c1nc1ccccc12	·	·	·	·	-8	100	108	9%	-4%
O=C(CSc1ccc2nnc(-c3cccnc3)n2n1)NCc1ccc2c(c1)OCO2	12	72	-12	72	·	·	·	-1%	18%
O=[N+]([O-])c1cc(S(=O)(=O)C(F)(F)F)ccc1Sc1nc2ccccc2s1	-8	145	7	145	·	·	·	-4%	36%
CS(=O)(=O)c1nc(-c2ccco2)cc(C(F)(F)F)n1	-13	86	13	86	·	·	·	6%	-15%
CCc1cc(C(c2cccc(OC)c2)N2CCOCC2)c(NC(=O)c2ccccc2)s1 (configuration not stated)	6	75	-6	75	·	·	·	5%	-1%
Cc1nnc(NC(=O)CSc2nnc(Cc3cccn3C)n2-c2cccc(C(F)(F)F)c2)s1	·	·	·	·	3	96	93	1%	-38%
Cc1cnn(CCC(=O)NNC(=S)Nc2cccc(Cl)c2)c1	·	·	·	·	·	·	·	-2%	-61%
CC(NC(=O)CSc1nnc(CC(=O)Nc2ccc(Cl)c(Cl)c2)n1C)c1ccccc1 (configuration not stated)	-20	126	20	126	2	85	84	-14%	-68%
CCOc1cccc(=O)c2c(C)n(C)c(C)c12	6	188	-6	188	-6	85	91	52%	-22%
Cc1cccc(C(=O)N2CCN(c3ccc([N+](=O)[O-])c(N4CCOCC4)c3)CC2)c1	9	138	-9	138	·	·	·	-15%	-15%
Cc1ccc(S(=O)(=O)N(C)c2ccccc2)cc1	15	66	-15	66	6	93	87	1%	32%
Clc1ccc(CSc2nnc(-c3ccccn3)n2Cc2ccco2)c(Cl)c1	7	108	-7	108	11	92	80	-1%	-67%
CC(C)CNC(=O)CC(c1ccccc1)c1c(O)ccc2ccccc12 (configuration not stated)	-13	164	13	164	6	93	87	-4%	-8%
CC1CCN(CC(O)COc2cccc(F)c2)CC1 (configuration not stated)	·	·	·	·	-4	85	89	0%	-9%
COc1ccc(NC(=O)C2CCCN2C(=O)OCc2ccccc2)c(OC)c1 (configuration not stated)	·	·	·	·	-4	101	105	-3%	14%
COc1ccc(CSc2nnc3n(C)c(=O)c4c5c(sc4n23)CCCC5)cc1	·	·	·	·	10	67	57	0%	-21%
O=C(Oc1ccc2c3c(c(=O)oc2c1)CCCC3)c1ccco1	-80	187	?	·	21	94	73	-1%	-12%
CN(Cc1ccccc1)C(=O)CCNC(=O)Cn1cnc2ccccc2c1=O	4	110	-4	110	2	94	91	-4%	-10%
C=CCn1c(/N=C/c2ccc3c(c2)OCO3)nc2ccccc21	2	133	-2	133	5	93	88	·	·
COc1ccc(C)cc1NC(=O)CN(c1ccc(F)cc1)S(C)(=O)=O	2	168	-2	168	-20	60	79	-5%	4%
O=C(CS(=O)(=O)Cc1ccccc1)NCc1ccc2c(c1)OCO2	-10	140	10	140	11	96	84	-6%	-18%
CC(C)Cc1cc(C(=O)O)c2ccccc2n1	-24	149	24	149	-1	90	91	·	·
C=CCOc1ccc(/C(CC)=N/O)cc1OC	9	55	-9	55	-34	75	110	-6%	-3%

New compounds follow
SMILES	IL1B NFkB inh	IL1B NFkB inh cell count 2 µM	NFkB transloc pot	NFkB transloc pot cell count 2 µM	MRP reversal	MRP reversal cytotoxicity	MRP reversal with doxorubicin	Bcl-B displacement	PLAP inhibitors HTS
Cc1ccccc1OCCNC(=S)Nc1ccccc1	·	·	·	·	·	·	·	-16%	8%
COc1ccc(C2C(C#N)=C(N)Oc3n[nH]c(C)c32)cc1Cn1cc([N+](=O)[O-])cn1 (configuration not stated)	-8	172	9	172	3	83	80	18%	-38%
COCCCNC(=O)c1ccc2nc3ccccc3c(=O)n2c1	11	81	-11	81	-1	83	83	-3%	-5%
C=CCc1ccc(OCCOCCNCCOC)c(OC)c1	3	95	-3	95	·	·	·	21%	-12%
Cc1c(CN(C)CCc2ccccc2)c(=O)n(-c2ccccc2)n1C	-16	150	16	150	3	79	77	-8%	-30%
O=C(c1ccc(CS(=O)(=O)c2ccccc2)o1)N1CCN(c2ncccn2)CC1	-15	176	15	176	4	99	95	0%	-1%
O=C(NCc1ccc2c(c1)OCO2)c1ccc(CN2CCOCC2)cc1	-2	103	2	103	-11	80	92	0%	4%
O=C(COc1cnc2ccccc2n1)NCCC1=CCCCC1	-5	186	5	186	5	86	82	-7%	-8%
COc1ccc(C2/C(=C(/O)c3ccc4c(c3)CC(C)O4)C(=O)C(=O)N2CCN2CCOCC2)cc1 (configuration not stated)	-11	174	11	174	10	100	90	-5%	-39%

An excerpt from above in order of number of heavy atoms, lowest first:
SMILES	IL1B NFkB inh	IL1B NFkB inh cell count 2 µM	NFkB transloc pot	NFkB transloc pot cell count 2 µM	MRP reversal	MRP reversal cytotoxicity	MRP reversal with doxorubicin	Bcl-B displacement	PLAP inhibitors HTS
O=C1OCc2cc(NC(=O)C3CCCO3)ccc21 (configuration not stated)	3	98	-3	98	-12	108	120	-1%	10%
CC1CCN(CC(O)COc2cccc(F)c2)CC1 (configuration not stated)	·	·	·	·	-4	85	89	0%	-9%
O=C(Nc1cccnc1)C1(c2ccccc2)CCCC1	2	100	-2	100	16	94	79	-10%	10%
CC(C)(C)C1=Nn2c(nnc2-c2n[nH]c3c2CCC3)SC1	5	182	-5	182	·	·	·	-3%	-17%
C=CCc1ccc(OCCOCCNCCOC)c(OC)c1	3	95	-3	95	·	·	·	21%	-12%
Cc1ccc(NC(=O)C2CC(=O)OC23CCOC(C)(C)C3)cc1 (configuration not stated)	7	56	-7	56	5	97	92	2%	19%
N#CC1=C2SCC(O)(c3ccccc3)N2C(=O)CC1c1cccs1 (configuration not stated)	12	130	-12	130	·	·	·	0%	7%
COc1ccccc1N1CCN(Cc2cccc(OC)c2OC)CC1	·	·	·	·	-26	67	93	3%	0%
CC(C)CNC(=O)CC(c1ccccc1)c1c(O)ccc2ccccc12 (configuration not stated)	-13	164	13	164	6	93	87	-4%	-8%
CN(Cc1ccccc1)C(=O)CCNC(=O)Cn1cnc2ccccc2c1=O	4	110	-4	110	2	94	91	-4%	-10%
O=C(c1ccc(CS(=O)(=O)c2ccccc2)o1)N1CCN(c2ncccn2)CC1	-15	176	15	176	4	99	95	0%	-1%
COc1ccc(C2/C(=C(/O)c3ccc4c(c3)CC(C)O4)C(=O)C(=O)N2CCN2CCOCC2)cc1 (configuration not stated)	-11	174	11	174	10	100	90	-5%	-39%

Source: PubChem
